TAAR1 ag – agonists of human TAAR1 | CHO RD-HGA16 TAAR1, Fluo-8 calcium fluorescence; vehicle wells 0%, saturating PEA agonist 100% | actives 0.99% (n = 360,000) | Q96RJ0 | activation, % at 3 µM;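 active = activation above the mean activation of all test compounds in the run plus 3 SD, cut at about 38% in these data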
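System: CHO-derived RD-HGA16 cells with stable Gα16 and human TAAR1 / Times: 17-24 h plating, Fluo-8 75 min 37 °C, 30 min RT / Technique: calcium-sensitive Fluo-8 signal, excitation 470-495, emission 515-575 nm / Measure: % activation relative to PEA EC100 response / Benchmarks: DMSO and PEA EC100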
M4 ag – agonists of human muscarinic M4 receptor (CHRM4). AID 624127. CHO-K1 hM4/Gqi5, Fluo-8 calcium fluorescence; vehicle 0%, full acetylcholine response 100%. actives 0.14% (n = 360,000). activation, % at 3 µM. P08173;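 active = activation above the run mean over all test wells plus 3 SD, cut at about 32% in these data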;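 note: peak over basal fluorescence ratio per well then scaled between controls; 0% = DMSO wells and 100% = acetylcholine at EC100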
Target sequence (P08173 whole entry, looked up): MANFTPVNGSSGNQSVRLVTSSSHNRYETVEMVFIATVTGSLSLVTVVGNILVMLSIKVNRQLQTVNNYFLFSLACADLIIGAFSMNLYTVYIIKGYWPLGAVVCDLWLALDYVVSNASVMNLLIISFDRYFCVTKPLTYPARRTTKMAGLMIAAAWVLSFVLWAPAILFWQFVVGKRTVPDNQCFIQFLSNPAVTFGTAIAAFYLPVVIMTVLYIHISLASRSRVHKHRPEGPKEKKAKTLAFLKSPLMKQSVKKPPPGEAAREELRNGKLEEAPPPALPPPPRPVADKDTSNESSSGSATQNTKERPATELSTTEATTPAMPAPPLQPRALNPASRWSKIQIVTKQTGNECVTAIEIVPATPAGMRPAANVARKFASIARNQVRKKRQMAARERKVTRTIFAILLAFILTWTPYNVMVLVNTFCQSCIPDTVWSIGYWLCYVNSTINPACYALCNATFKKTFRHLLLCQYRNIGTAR
CHRM5 PAM – positive allosteric modulators of human muscarinic M5 receptor. P08912. CHO-K1 hM5, Fluo-8 calcium, ACh EC20 PAM; 0% = ACh EC20, 100% = ACh EC100. activation, % at 3 µM. actives 0.3% (n = 360,000). AID 624038;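 active = activation above the run cutoff, the mean activation of all test compounds plus 3 SD, cut at about 18% in these data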
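Test system: CHO-K1 hM5 cells / Doses: single-point, 3 µM nominal / Times: Post-acetylcholine fluorescence recording 140 s / Technique: Fluo-8 calcium fluorescence / Measure: Max/basal fluorescence ratio as % of EC20–EC100 ACh window / Benchmarks: low control EC20 acetylcholine (0%), high control EC100 acetylcholine (100%) / Replicates: one well per compound, no replicates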
M1 PAM – human CHRM1 positive allosteric modulation | P11229 | activation, % at 3 µM | CHO-K1 hM1, Fluo-8 calcium fluorescence, ACh EC20; 0% = ACh EC20, 100% = maximal ACh | actives 0.088% (n = 360,000); in the data active = activation above about 19%, passing the limit was not always enough
Target sequence (P11229 whole entry, looked up): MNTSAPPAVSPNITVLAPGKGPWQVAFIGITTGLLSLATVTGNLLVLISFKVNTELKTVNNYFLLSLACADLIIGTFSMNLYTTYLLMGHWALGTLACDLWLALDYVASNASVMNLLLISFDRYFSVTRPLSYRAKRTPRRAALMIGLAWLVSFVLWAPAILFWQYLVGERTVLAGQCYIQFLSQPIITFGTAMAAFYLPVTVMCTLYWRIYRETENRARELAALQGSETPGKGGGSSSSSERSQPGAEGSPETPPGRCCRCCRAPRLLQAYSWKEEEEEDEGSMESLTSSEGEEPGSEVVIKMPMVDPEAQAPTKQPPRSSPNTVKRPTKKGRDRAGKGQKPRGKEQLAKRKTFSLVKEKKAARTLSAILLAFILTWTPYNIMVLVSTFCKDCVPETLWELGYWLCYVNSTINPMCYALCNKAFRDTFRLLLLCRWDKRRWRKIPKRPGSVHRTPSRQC
M1 ag – activates human CHRM1 receptor; CHO-K1 hM1, Fluo-8 calcium fluorescence, agonist mode; 0% DMSO, 100% acetylcholine EC100; actives 0.33% (n = 360,000); AID 588814; activation, % at 3 µM;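 active = activation above the run's mean compound activation plus 3 SD, cut at about 16% in these data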;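 note: peak over basal fluorescence ratio within a 140 s kinetic read after compound addition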
CHRM5 agonist – CHRM5 agonism in calcium assay; activation, % at 3 µM; CHO-K1 hM5 cells, Fluo-8 calcium fluorescence; 0% DMSO wells, 100% maximal acetylcholine response; actives 0.19% (n = 360,000); P08912;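 active = activation above the run's mean over test compounds plus 3 SD, cut at about 23% in these data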;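 note: signal is peak over basal fluorescence ratio across the kinetic read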
M5 antag – antagonists of human muscarinic M5 receptor (CHRM5); P08912; CHO-hM5 cells, Fluo-8 calcium fluorescence, ACh EC80; inhibition, % at 3 µM; actives 0.59% (n = 360,000);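 active = inhibition above a per-plate cutoff, the mean of that plate's test compounds plus 3 SD, cut at about 27% in these data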;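 note: 0% = acetylcholine EC80 with DMSO and 100% = DMSO without agonist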
M4 antag – CHRM4 antagonism in calcium assay; inhibition, % at 3 µM; CHO-hM4 cells, ACh EC80, Fluo-8 calcium fluorescence; AID 624125; actives 0.73% (n = 360,000); P08173;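 active = inhibition above its plate's cutoff, the mean inhibition of sample wells plus 3 SD, cut at about 27% in these data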;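 note: 0% = acetylcholine EC80 with DMSO and 100% = DMSO without agonist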
CHRM1 antagonist – blocks human M1 muscarinic receptor; P11229; CHO-K1 hM1, Fluo-8 calcium fluorescence, ACh EC80 antagonist; inhibition, % at 3 µM; actives 1.3% (n = 360,000); AID 588852;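 active = percent inhibition above its own plate's cutoff, namely the mean of that plate's compound wells plus 3 SD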;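 note: peak over basal fluorescence ratio during 140 s after agonist addition; 0% = ACh EC80 plus DMSO and 100% = DMSO alone without agonist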
Active calls of the source: *; x = no result given. A portion of the library. The share of hits here may be higher or lower than overall.

SMILES	TAAR1 ag	M4 ag	CHRM5 PAM	M1 PAM	M1 ag	CHRM5 agonist	M5 antag	M4 antag	CHRM1 antagonist
Cc1ccccc1S(=O)(=O)/N=C(/c1ccccc1)N(C)C	1	0	-1	2	-4	-3	13	8	2
COCc1cc(C)nc(OCC(=O)N/N=C/c2ccc(O)cc2O)c1C#N	0	1	5	6	-8	-6	-11	-13	-6
Cc1cc(C)c(C#N)c(SCC(=O)Nc2c(C)n(C)n(-c3ccccc3)c2=O)n1	0	0	3	-2	-6	-12	10	3	1
COC(=O)CCc1nc2ccccc2[nH]c1=O	5	1	-4	-2	-5	-2	1	1	8
CCn1c(SCC(=O)Nc2ccccc2)nnc1-c1ccc(S(=O)(=O)N2CCOCC2)cc1	9	2	4	5	-4	1	-8	2	-7
Cc1cc(-c2ccc(S(=O)(=O)N3CCN(c4ccccc4F)CC3)s2)on1	7	3	-8	-8	-3	-4	10	-6	5
COc1ccccc1P(=O)(Cc1ccccc1)c1ccccc1 (centres undefined)	3	2	1	3	-7	-1	8	5	0
Cc1cccc(NC(=O)CC(=O)Nc2cccc(C)c2)c1	-3	6	-8	1	-1	-3	7	-18	14
Cc1cccc(N(C(=O)CS(=O)CC(=O)Nc2ccc3c(c2)OCO3)C(C)C(=O)NC2CCCC2)c1C (centres undefined)	-2	-1	-7	-4	-5	-4	7	3	0
O=C(Cn1c(-c2ccccn2)nc2ccccc21)N/N=C/c1cccnc1	14	10	-12	2	-2	4	4	-6	-6
Cc1cc(NC(=O)c2noc3c2CCc2ccccc2-3)no1	3	1	-1	11	-1	1	-1	-6	-21
COc1ccc(C2NCCc3sccc32)cc1 (centres undefined)	4	1	-6	-6	-10	-3	-3	0	-5
COc1cccc(N2C(=O)CC(N3CCN(c4ccc([N+](=O)[O-])cc4)CC3)C2=O)c1 (centres undefined)	1	4	-7	1	-3	3	4	8	0
COc1ccc(OC)c(N2C(=O)CC(Cc3cc(C)cc(C)c3)C2=O)c1 (centres undefined)	2	6	-4	2	-2	4	8	8	3
Clc1ccccc1OCc1nn2c(-c3ccncc3)nnc2s1	13	3	-4	-4	-1	0	-2	-19	-17
Cc1noc(C)c1COC(=O)c1ccccc1Sc1ccccc1C#N	6	5	-27	-3	-1	-11	6	5	6
COc1ccccc1S(=O)(=O)Cc1ccc(C(=O)NCCCN2CCN(c3ccc(F)cc3)CC2)o1	2	4	3	1	-5	-9	-2	-1	-15
O=C(CCl)Nc1cc(S(=O)(=O)N2CCCCCC2)ccc1Cl	5	1	4	9	-3	-1	-5	-1	-10
CC(C)CN1CCNC(=O)C1CC(=O)NCCc1cnn(-c2ccccc2)c1 (centres undefined)	6	2	-6	0	-9	-4	0	-13	-6
O=C(C[n+]1ccc(-c2cc(C(=O)Nc3cccc(C(F)(F)F)c3)c3ccccc3n2)cc1)c1cccc([N+](=O)[O-])c1	-2	-1	7	-1	-9	-5	5	-9	4

Rewritten as labelled records: entries from further up.
COC(=O)CCc1nc2ccccc2[nH]c1=O
  TAAR1 ag: 5 | M4 ag: 1 | CHRM5 PAM: -4 | M1 PAM: -2 | M1 ag: -5 | CHRM5 agonist: -2 | M5 antag: 1 | M4 antag: 1 | CHRM1 antagonist: 8
CCn1c(SCC(=O)Nc2ccccc2)nnc1-c1ccc(S(=O)(=O)N2CCOCC2)cc1
  TAAR1 ag: 9 | M4 ag: 2 | CHRM5 PAM: 4 | M1 PAM: 5 | M1 ag: -4 | CHRM5 agonist: 1 | M5 antag: -8 | M4 antag: 2 | CHRM1 antagonist: -7
Cc1cc(-c2ccc(S(=O)(=O)N3CCN(c4ccccc4F)CC3)s2)on1
  TAAR1 ag: 7 | M4 ag: 3 | CHRM5 PAM: -8 | M1 PAM: -8 | M1 ag: -3 | CHRM5 agonist: -4 | M5 antag: 10 | M4 antag: -6 | CHRM1 antagonist: 5
COc1ccccc1P(=O)(Cc1ccccc1)c1ccccc1 (centres undefined)
  TAAR1 ag: 3 | M4 ag: 2 | CHRM5 PAM: 1 | M1 PAM: 3 | M1 ag: -7 | CHRM5 agonist: -1 | M5 antag: 8 | M4 antag: 5 | CHRM1 antagonist: 0

Remaining list, next part.
SMILES	TAAR1 ag	M4 ag	CHRM5 PAM	M1 PAM	M1 ag	CHRM5 agonist	M5 antag	M4 antag	CHRM1 antagonist
Cc1ccccc1CS(=O)(=O)CCC(=O)NCc1ccc(F)cc1Cl	3	1	-6	11	1	-1	21	-1	-14
O=C(N/C(=C/c1cccc([N+](=O)[O-])c1)C(=O)N1CCCCC1)c1ccco1	4	2	-10	1	-2	-3	32*	-6	2
N#Cc1ccc(Oc2ccc(/C=N/O)cn2)cc1	3	0	1	2	-3	0	10	1	-6
Cc1ccc2nc(-c3ccc(F)cc3)c(Cc3ccccc3C(F)(F)F)n2c1	3	-1	7	5	-4	-5	-1	-11	-38
Cc1cccc(C(=O)Nc2nnc(C3=COCCO3)o2)c1	0	2	2	4	-2	1	-1	-2	-4
O=[N+]([O-])c1cccc(S(=O)(=O)c2cccc([N+](=O)[O-])c2)c1	6	0	3	7	-8	-4	0	6	-4
N/C(=N\OC(=O)c1ccc([N+](=O)[O-])cc1)c1ccc(Br)cc1	-1	0	-8	3	-1	8	2	-1	-1
O=C(Nc1ccnc(-c2cccnc2)n1)c1ccc(Cl)c(Cl)c1	8	1	3	-10	3	0	-2	8	15
Brc1ccc(C2=Nn3cnnc3SC2)cc1	-1	0	4	2	-4	-1	8	5	-7
COC(=O)[C@]1(CC(C)C)N[C@H](c2ccc(-c3cccc(Cl)c3)cc2)[C@@H]2C(=O)N(C)C(=O)[C@@H]21	7	1	1	2	-1	0	3	5	2
Cc1cccc(CC(=O)NC2CCCCCC2)c1	3	0	5	-3	-3	-7	5	-2	7
COC(=O)c1ccc(OC(=O)/C=C/c2ccco2)cc1	9	0	-1	1	-7	-3	-1	2	-1
O=C(CCCCCn1c(SCc2ccncc2)nc2ccccc2c1=O)NCc1ccco1	5	0	-2	-7	-7	-5	2	4	-2
Cc1ccc(S(=O)(=O)N(CC(=O)Nc2cccnc2)c2cccc([N+](=O)[O-])c2)cc1	0	9	-1	11	-3	-3	-2	-1	-6
COc1ccc2cc(C3CC=C(COC(C)=O)CN3S(=O)(=O)c3ccccc3[N+](=O)[O-])n(C(=O)OC(C)(C)C)c2c1 (centres undefined)	4	2	-3	x	x	0	-6	2	x
Cc1cccc(/C=N/Nc2cc(N3CCOCC3)nc(N3CCOCC3)n2)c1	0	-1	7	3	-2	-1	-5	-2	7
O=C(OCc1cc(=O)n2c(n1)sc1ccccc12)c1ccc(O)cc1O	0	0	6	9	0	4	7	11	0
CC(=Cc1ccccc1)C(=O)c1ccccc1	10	-1	0	-6	-6	-1	1	-17	-3
CC(=O)c1nc2ccccc2n1S(=O)(=O)c1ccc(C)cc1	13	1	-2	3	-4	0	5	3	4
CC1CCN(C(=O)Cn2c(=O)n(CCCC(=O)NCc3ccco3)c(=O)c3sccc32)CC1	0	3	-5	8	-4	-3	10	-6	-20

One compound at a time, as listed above. Screens in order: TAAR1 ag, M4 ag, CHRM5 PAM, M1 PAM, M1 ag, CHRM5 agonist, M5 antag, M4 antag, CHRM1 antagonist
Results for `N/C(=N\OC(=O)c1ccc([N+](=O)[O-])cc1)c1ccc(Br)cc1` → -1, 0, -8, 3, -1, 8, 2, -1, -1
Results for `N#Cc1ccc(Oc2ccc(/C=N/O)cn2)cc1` → 3, 0, 1, 2, -3, 0, 10, 1, -6
Results for `Brc1ccc(C2=Nn3cnnc3SC2)cc1` → -1, 0, 4, 2, -4, -1, 8, 5, -7
Results for `O=C(Nc1ccnc(-c2cccnc2)n1)c1ccc(Cl)c(Cl)c1` → 8, 1, 3, -10, 3, 0, -2, 8, 15

New compounds follow.
SMILES	TAAR1 ag	M4 ag	CHRM5 PAM	M1 PAM	M1 ag	CHRM5 agonist	M5 antag	M4 antag	CHRM1 antagonist
CCN(CC)NC(=O)Nc1ccccc1	3	3	2	6	-5	3	-3	-6	-6
COc1cccc(/C=N/NC(=O)CNC(=O)c2ccco2)c1O	8	1	-7	7	-2	-1	12	6	-7
CCNc1nc(NC(C)C)nc(Oc2ccc(/C=N/O)cc2)n1	17	0	1	13	0	3	-1	-5	-6
COc1cc(N=c2ssnc2Cl)cc(OC)c1OC	42*	2	6	7	5	9	-4	5	-26
O=C(CN1CCN(Cc2ccccc2)CC1)N1CCN(c2ccccc2)CC1	6	1	2	-6	-8	-2	3	2	13
Cc1cc2nc(-c3cccc(Br)c3)c(Cc3ccsc3)n2c(C)c1Br	-2	-1	9	x	x	8	3	1	x
CCOc1ccc(OCCOc2ncnc3ccccc23)cc1	8	6	-4	-2	-2	0	-10	1	2
Cc1cc(NC(=O)Cc2ccccc2)nc2c1c(=O)oc1ccccc12	-1	0	-1	4	1	0	1	-11	-6
CC(C)=CCC(C)(C)CNC(=O)NC1CCCCC1	12	4	-3	2	-2	-4	9	-7	-4
O=S(=O)(c1cccc2nsnc12)N1CCN(c2ncccn2)CC1	7	4	-5	7	-4	-10	-1	0	-28
Cn1nnnc1SCC(=O)Nc1ccc(Br)cc1Cl	-2	0	1	5	-5	-4	2	-5	4
Cc1ccc(CC2C(=O)N(CC(=O)O)C(=O)C2C)cc1 (centres undefined)	5	1	-1	4	-1	1	3	29*	7
COc1ccc(NC(=O)COC(=O)c2cc(=O)c3ccccc3o2)cc1OC	6	-1	-2	3	-3	1	6	-12	-6
CN(C)S(=O)(=O)c1ccc(S(=O)(=O)N2CCCC(C(=O)NC3CCCC3)C2)cc1 (centres undefined)	1	0	6	9	-6	-4	3	-11	-11
Cc1ccc(S(=O)(=O)N2CCC3(CC2)OCCO3)c(C)c1	0	1	0	13	-1	-3	12	0	-18
CCOc1cc(C(N)=O)cc(OCC)c1OCC	7	1	2	3	-3	-5	4	11	-1
Cc1ccc(S(=O)(=O)NC(C(=O)OCC(=O)NC2CCS(=O)(=O)C2)C(C)C)cc1 (centres undefined)	13	1	-3	4	-3	-4	3	-9	-10
COc1ccccc1OCC(=O)Nc1oc(-c2ccccc2)c(-c2ccccc2)c1C#N	11	1	-1	-1	-3	-2	5	3	6
Cc1cc(NC(=O)COc2ccccc2)ccc1Cl	-2	2	-4	13	-3	-1	7	4	-18

6 compounds from above, reduced to M4 antag and CHRM5 agonist.
SMILES,M4 antag,CHRM5 agonist
O=C(CN1CCN(Cc2ccccc2)CC1)N1CCN(c2ccccc2)CC1,2,-2
Cc1cc2nc(-c3cccc(Br)c3)c(Cc3ccsc3)n2c(C)c1Br,1,8
CCOc1ccc(OCCOc2ncnc3ccccc23)cc1,1,0
Cc1cc(NC(=O)Cc2ccccc2)nc2c1c(=O)oc1ccccc12,-11,0
CC(C)=CCC(C)(C)CNC(=O)NC1CCCCC1,-7,-4
O=S(=O)(c1cccc2nsnc12)N1CCN(c2ncccn2)CC1,0,-10

Screening results deposited in PubChem BioAssay by The Scripps Research Institute Molecular Screening Center.
